Tau fibril ThT = qHTS for Inhibitors of Tau Fibril Formation, Thioflavin T Binding. 270,000 tested, 2.1% active. Microtubule-associated protein tau (Homo sapiens), P10636. Potency, µM (doses to about 57.4 µM), inactives show at the highest dose activity, negative = inhibition, most hits filed as inhibitors. recombinant tau K18 P301L, heparin-induced fibrillization, ThT fluorescence; further: nearly all actives have a fitted effect of over 55% in size
Target sequence (P10636 561-689 P618L limits assumed): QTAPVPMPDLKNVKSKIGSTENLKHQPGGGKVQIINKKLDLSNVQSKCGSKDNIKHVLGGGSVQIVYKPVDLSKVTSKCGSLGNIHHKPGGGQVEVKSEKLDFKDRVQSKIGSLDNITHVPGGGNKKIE
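Heparin-induced (20 uM) aggregation of recombinant human K18 P301L tau, 15 uM unlabeled with 0.24 uM labeled, pH 7 acetate buffer, 6 hr at 37 C with compound. Fibrils quantified by 30 uM ThT fluorescence after 1 hr ambient incubation.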
TR SRC2 fluor cs = Total Fluorescence Counterscreen for Inhibitors of the Interaction of Thyroid Hormone Receptor and Steroid Receptor Coregulator 2. TRb/SRC2 Texas Red total fluorescence interference. Potency, µM (series often up to 106 µM), for inactives: at the highest dose fluorescence change, negative = quenching. 280,000 tested, 0.29% active. AID 1479, 2009; active means well fitted curve in either direction with a large enough effect; inconclusive means small, poorly fitted or top-dose-only effect
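Flags fluorescent or light-absorbing compounds by total fluorescence, S + 2P, at 555 nm excitation and 632 nm emission. Mixture: 20 nM Texas Red SRC2 peptide, 0.6 uM human TRb LBD, 1 uM T3, 5% DMSO; compound exposure 5 h at ambient temperature.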
ALDH1A1 block = qHTS Assay for Inhibitors of Aldehyde Dehydrogenase 1 (ALDH1A1); Purified ALDH1A1, NADH fluorescence, propionaldehyde substrate; Aldehyde dehydrogenase 1A1 (Homo sapiens), P00352; AID 1030, 2008; 220,000 tested, 7.3% active; Potency, µM (highest dose often 75.3 µM), for inactives: top-dose activity, negative = inhibition, actives largely listed as inhibitors; active means well fitted inhibition curve with a large enough effect, not every such curve was filed as active; inconclusive means small, poorly fitted or top-dose-only effect, or another doubt; inactive means no such curve, though single readings can be large or run the other way;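 further: plate controls were no enzyme wells and a reference inhibitor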
Target sequence (P00352 whole entry, looked up): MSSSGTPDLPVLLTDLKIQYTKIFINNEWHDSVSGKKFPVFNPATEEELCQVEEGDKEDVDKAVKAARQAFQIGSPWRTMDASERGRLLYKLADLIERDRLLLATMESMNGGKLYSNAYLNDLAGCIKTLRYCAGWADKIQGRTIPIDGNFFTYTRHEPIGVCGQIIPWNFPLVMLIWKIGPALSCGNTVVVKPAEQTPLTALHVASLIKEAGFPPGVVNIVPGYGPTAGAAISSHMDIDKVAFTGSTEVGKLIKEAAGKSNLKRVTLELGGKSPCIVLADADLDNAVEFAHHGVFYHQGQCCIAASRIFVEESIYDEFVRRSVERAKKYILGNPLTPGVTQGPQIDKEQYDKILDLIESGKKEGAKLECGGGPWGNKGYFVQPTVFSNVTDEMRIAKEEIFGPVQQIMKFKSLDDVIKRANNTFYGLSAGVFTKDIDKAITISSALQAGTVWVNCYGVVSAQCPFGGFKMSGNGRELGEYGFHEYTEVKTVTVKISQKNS
TRb-SRC2 inh = qHTS for Inhibitors of the Interaction of Thyroid Hormone Receptor and Steroid Receptor Coregulator 2 | Thyroid hormone receptor beta (Homo sapiens), P10828 | Potency, µM (series often up to 106 µM), without a hit: at the highest dose activity change, negative = inhibition, usual class: inhibitors | 280,000 tested, 0.065% active | TRbeta-SRC2 peptide binding, fluorescence polarization; receptor liganded with 1 µM T3;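 further: plate controls were bound peptide for no effect and peptide without receptor for full effect; nearly all actives have a fitted effect of over 50% in size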
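Binding of a 20-amino-acid Texas Red SRC2 peptide (20 nM) to TRb ligand-binding domain (0.6 uM) with agonist T3 at 1 uM was followed by fluorescence polarization after a 5 hr room-temperature incubation.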
L3MBTL1 inh = qHTS Assay for the Inhibitors of L3MBTL1; 230,000 tested, 0.66% active; Potency, µM (top dose mostly 57.1 µM), without a hit: at the top dose activity, negative = inhibition, hits mostly inhibitors; Lethal(3)malignant brain tumor-like protein 1 (Homo sapiens), Q9Y468; AlphaScreen L3MBTL1–H3K9me1 peptide binding; further: nearly all actives have a fitted effect of over 60% in size
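Read-out is AlphaScreen signal from streptavidin donor and nickel chelate acceptor beads (10 ug/mL final each) bridging L3MBTL1 (50 nM) and biotinylated K9-monomethylated H3(1-15) peptide (75 nM), after 30 min compound exposure at room temperature.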
aGal spleen mod = qHTS Assay for Inhibitors and Activators of Human alpha-Galactosidase From Spleen Homogenate. AID 2107, 2009. 240,000 tested, 0.008% active. human spleen homogenate, 4MU-alpha-Gal fluorescence, 40 min. Potency, µM (series often up to 80 µM), for inactives: top-dose activity change, negative = inhibition, hits mostly inhibitors;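 further: 0% = enzyme with vehicle and -100% = no enzyme basal signal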
Target sequence (P06280 32-429 limits assumed): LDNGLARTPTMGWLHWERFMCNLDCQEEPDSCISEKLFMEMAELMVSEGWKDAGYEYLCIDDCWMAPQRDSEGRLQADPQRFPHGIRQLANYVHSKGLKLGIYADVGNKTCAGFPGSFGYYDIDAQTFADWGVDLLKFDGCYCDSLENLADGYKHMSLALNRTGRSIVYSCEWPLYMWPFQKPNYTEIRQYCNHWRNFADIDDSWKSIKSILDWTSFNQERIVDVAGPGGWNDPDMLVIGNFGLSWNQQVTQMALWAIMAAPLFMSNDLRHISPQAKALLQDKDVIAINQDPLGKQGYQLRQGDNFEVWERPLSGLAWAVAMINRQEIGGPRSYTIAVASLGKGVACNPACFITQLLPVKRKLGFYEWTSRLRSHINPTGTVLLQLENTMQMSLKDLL
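Fluorogenic readout (Ex 365/Em 440 nm) of 4-methylumbelliferone released from 1 mM 4-MU-alpha-galactoside by spleen homogenate, 40 min at 37C, pH 5.0. Data normalized to no-enzyme and enzyme controls; Hill-equation AC50 from compound titrations.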
Tau fluor counter = Counterscreen qHTS for Inhibitors of Tau Fibril Formation, Fluorescence Polarization | tau K18 P301L Alexa594 fluorescence, heparin fibrillization | Potency, µM (doses to about 57.7 µM), without a hit: top-dose activity change, negative = decrease | 280,000 tested, 0.93% active; further: nearly all actives have a fitted effect of over 55% in size
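Human tau K18 P301L (15 uM unlabeled, 0.24 uM Alexa 594-labeled) in 100 mM sodium acetate pH 7 with 20 uM heparin, 6 hr at 37 C. ThT 30 uM added, 1 hr ambient; Alexa 594 FP and total fluorescence read at 555/632 nm.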
Tau FP inhib = qHTS for Inhibitors of Tau Fibril Formation, Fluorescence Polarization. Potency, µM (top dose mostly 57.7 µM), for the others: at the highest dose activity, negative = inhibition, usual class: inhibitors. AID 1468, 2008. K18 P301L tau heparin fibrillization, Alexa594 FP, 6 h. Microtubule-associated protein tau (Homo sapiens), P10636. 280,000 tested, 0.39% active; further: nearly all actives have a fitted effect of over 55% in size
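Compound effects on tau fibrillization are measured by Alexa 594 fluorescence polarization (ex 555, em 632 nm). K18 P301L tau is used at 15 uM with 0.24 uM labeled tracer, and 20 uM heparin induces aggregation over 6 hr at 37 C.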
Active calls of the source: *; & = joins results of further samples. Unless noted, the call rests on the fitted dose curve; in most records, active means well fitted curve in the direction sought with a large enough effect; inconclusive means small, poorly fitted or top-dose-only effect, or another doubt; inactive means no such curve, though single readings can be large; an effect the other way counts as inactive or inconclusive. Unless noted, on the % scale 0 is the no-effect control and ±100 the full control effect; potency means the concentration at half of the fitted maximal effect.

CCOC(=O)c1c(C)[nH]c(C)c1S(=O)(=O)N1CCC(C(=O)N2CCN(c3cc(C)ccc3C)CC2)CC1 was read as Tau fibril ThT -9.4%, TR SRC2 fluor cs -2.1%, TRb-SRC2 inh 4.1%, Tau fluor counter -26.9% and Tau FP inhib 7.7%.
`Cc1cc(C)c(C#N)c(SC(F)F)n1` gave Tau fibril ThT 3.9%, TR SRC2 fluor cs 3.0%, ALDH1A1 block 7.0%, TRb-SRC2 inh -8.4%, L3MBTL1 inh -0.4%, aGal spleen mod 7.5%, Tau fluor counter 1.2% and Tau FP inhib -4.5%.
Screening Cc1cc(/C=N/N2CCN(C)CC2)c(C)n1-c1ccccc1F returned Tau fibril ThT inconclusive, TR SRC2 fluor cs -2.6%, ALDH1A1 block 11.2µM*, TRb-SRC2 inh 0.8%, L3MBTL1 inh -22.2%, aGal spleen mod 0.4%, Tau fluor counter -13.1% and Tau FP inhib -7.1%.
Screening O=C(O)c1cccc(-n2c(O)c(C=C3N=c4ccccc4=N3)sc2=S)c1 returned Tau fibril ThT inconclusive, TR SRC2 fluor cs -2.4%, TRb-SRC2 inh -6.5%, L3MBTL1 inh -24.7%, aGal spleen mod -2.4%, Tau fluor counter inconclusive and Tau FP inhib 1.0%.
`CN(NC(N)=O)c1ncc(C(F)(F)F)cc1Cl` gave Tau fibril ThT -1.7%, TR SRC2 fluor cs 1.3%, ALDH1A1 block 7.8%, TRb-SRC2 inh -5.3%, L3MBTL1 inh -6.3%, aGal spleen mod -0.5%, Tau fluor counter -6.0% and Tau FP inhib 2.8%.
For Cc1cccc(C)c1NC(=O)COC(=O)c1cccc2c1C(=O)c1ccccc1C2=O the results were Tau fibril ThT -2.2%, TR SRC2 fluor cs -9.1%, ALDH1A1 block 0.4%, TRb-SRC2 inh inconclusive, L3MBTL1 inh -17.9%, aGal spleen mod 9.6%, Tau fluor counter -23.9% and Tau FP inhib 4.6%.
For O=C(CNS(=O)(=O)c1ccc(Br)cc1)N1CCOCC1 the results were Tau fibril ThT 0.7%, TR SRC2 fluor cs -4.1%, ALDH1A1 block 0.4%, TRb-SRC2 inh -4.1%, L3MBTL1 inh 5.1%, aGal spleen mod -3.9%, Tau fluor counter -1.4% and Tau FP inhib -2.1%.
For CCOC(=O)C1=C(C)N(C)C(=S)NC1c1c(OCC)ccc2ccccc12 (centres undefined) the results were Tau fibril ThT -14.1%, TR SRC2 fluor cs -0.2%, ALDH1A1 block 5.7%, TRb-SRC2 inh -3.9%, L3MBTL1 inh -1.5%, aGal spleen mod 0.5%, Tau fluor counter -11.9% and Tau FP inhib -6.2%.
`Cc1cc2nc(N)sc2cc1[N+](=O)[O-]` gave Tau fibril ThT -16.9%, TR SRC2 fluor cs -6.9%, ALDH1A1 block -9.3%, TRb-SRC2 inh -4.3%, L3MBTL1 inh -1.0%, aGal spleen mod 1.6%, Tau fluor counter -6.0% and Tau FP inhib -3.7%.
`CCc1cc2ccc(OC)cc2nc1SCC(=O)N1CCN(C(=O)c2ccco2)CC1` gave Tau fibril ThT inconclusive, TR SRC2 fluor cs -0.5%, TRb-SRC2 inh -5.1%, aGal spleen mod -7.0%, Tau fluor counter -10.6% and Tau FP inhib -6.0%.

3 entries already listed, arranged by length of the SMILES, descending.
For Cc1cccc(C)c1NC(=O)COC(=O)c1cccc2c1C(=O)c1ccccc1C2=O the results were Tau fibril ThT -2.2%, TR SRC2 fluor cs -9.1%, ALDH1A1 block 0.4%, TRb-SRC2 inh inconclusive, L3MBTL1 inh -17.9%, aGal spleen mod 9.6%, Tau fluor counter -23.9% and Tau FP inhib 4.6%.
`Cc1cc2nc(N)sc2cc1[N+](=O)[O-]` gave Tau fibril ThT -16.9%, TR SRC2 fluor cs -6.9%, ALDH1A1 block -9.3%, TRb-SRC2 inh -4.3%, L3MBTL1 inh -1.0%, aGal spleen mod 1.6%, Tau fluor counter -6.0% and Tau FP inhib -3.7%.
`Cc1cc(C)c(C#N)c(SC(F)F)n1` gave Tau fibril ThT 3.9%, TR SRC2 fluor cs 3.0%, ALDH1A1 block 7.0%, TRb-SRC2 inh -8.4%, L3MBTL1 inh -0.4%, aGal spleen mod 7.5%, Tau fluor counter 1.2% and Tau FP inhib -4.5%.

Additional entries:
O=C(COC(=O)CCCN1C(=O)c2cccc3cccc(c23)C1=O)Nc1ccc(Cl)cc1 was read as Tau fibril ThT 7.6%, TR SRC2 fluor cs -0.8%, ALDH1A1 block 17.1%, TRb-SRC2 inh 12.2%, L3MBTL1 inh 3.7%, aGal spleen mod -13.4%, Tau fluor counter 12.5% and Tau FP inhib 6.9%.
For O=C(NCCc1csc(-c2cccnc2)n1)c1ccco1 the results were Tau fibril ThT -12.5%, TR SRC2 fluor cs 0.8%, ALDH1A1 block inconclusive, TRb-SRC2 inh 0.8%, L3MBTL1 inh -0.6%, aGal spleen mod 1.4%, Tau fluor counter 1.3% and Tau FP inhib 2.8%.
`CCC(CC)C(=O)Nc1ccccc1C(=O)OCc1cc(=O)n2nc(C3CCCCC3)sc2n1` gave Tau fibril ThT -14.4%, TR SRC2 fluor cs -2.0%, TRb-SRC2 inh 5.2%, Tau fluor counter 4.0% and Tau FP inhib 8.0%.
Screening CC(=O)c1ccc(N2CCN(S(=O)(=O)c3ccc(-c4cnc(C5CC5)o4)cc3)CC2)cc1 returned Tau fibril ThT inconclusive, TR SRC2 fluor cs -1.3%, TRb-SRC2 inh 2.6%, Tau fluor counter -18.8% and Tau FP inhib -0.7%.
For O=C(CN1CCN(c2ncc(C(F)(F)F)cc2Cl)CC1)NC(=O)NCc1ccccc1 the results were Tau fibril ThT -17.5%, TR SRC2 fluor cs 5.9%, ALDH1A1 block -3.1%, TRb-SRC2 inh 4.3%, L3MBTL1 inh 3.2%, aGal spleen mod 6.1%, Tau fluor counter -9.4% and Tau FP inhib -5.6%.
For COc1ccc(N2CCN(C(=O)CSc3ccc([N+](=O)[O-])cc3)CC2)cc1 the results were Tau fibril ThT inconclusive, TR SRC2 fluor cs -1.2%, ALDH1A1 block inconclusive, TRb-SRC2 inh -0.4%, L3MBTL1 inh -6.4%, aGal spleen mod 2.0%, Tau fluor counter -16.2% and Tau FP inhib 6.0%.
`COc1cc(/C=C/C(=O)OC(C)C(=O)Nc2c(C)n(C)n(-c3ccccc3)c2=O)ccc1OCC#N` (centres undefined) gave Tau fibril ThT -0.2%, TR SRC2 fluor cs 0.3%, ALDH1A1 block inconclusive, TRb-SRC2 inh -3.2%, L3MBTL1 inh -20.5%, aGal spleen mod 10.9%, Tau fluor counter 1.0% and Tau FP inhib 1.0%.
`COc1ccc(C2CC(C(F)(F)F)n3nc(C(=O)NCc4cn(C)nc4C)c(Cl)c3N2)cc1` (centres undefined) gave Tau fibril ThT -18.6%, TR SRC2 fluor cs -0.6%, ALDH1A1 block 6.5%, TRb-SRC2 inh -13.8%, aGal spleen mod 0.7%, Tau fluor counter -7.8% and Tau FP inhib 11.2%.
`CN1CCc2cc(Cl)c(O)cc2C(c2ccccc2)C1` (centres undefined) gave Tau fibril ThT -1.6%, TR SRC2 fluor cs 0.6%, ALDH1A1 block -4.2%, TRb-SRC2 inh -6.8%, aGal spleen mod 6.7%, Tau fluor counter -0.6% and Tau FP inhib 4.3%.
Screening COc1cnc(SC(C)C)[nH]c1=O returned Tau fibril ThT 0.1%, TR SRC2 fluor cs -2.7%, ALDH1A1 block -2.3%, TRb-SRC2 inh 1.1%, L3MBTL1 inh 10.0%, aGal spleen mod 3.5%, Tau fluor counter -0.9% and Tau FP inhib -6.7%.
COc1ccccc1NC(=O)N(Cc1ccco1)Cc1cc2cc(C)cc(C)c2[nH]c1=O was read as Tau fibril ThT inconclusive, TR SRC2 fluor cs -7.5%, ALDH1A1 block inconclusive, TRb-SRC2 inh -5.0%, L3MBTL1 inh -6.4%, aGal spleen mod -10.9%, Tau fluor counter -7.9% and Tau FP inhib 3.1%.
C(=N/N1CCN(c2ccccc2)CC1)/c1cccs1 was read as Tau fibril ThT inconclusive, TR SRC2 fluor cs -5.1%, ALDH1A1 block 4.4%, TRb-SRC2 inh -5.8%, L3MBTL1 inh -12.9%, aGal spleen mod 2.9%, Tau fluor counter -18.6% and Tau FP inhib -0.5%.
Cc1nc(SCC(=O)NC(C)(C#N)C2CC2)c2c(-c3cccs3)csc2n1 (centres undefined) was read as Tau fibril ThT -8.9%, TR SRC2 fluor cs -23.2%, ALDH1A1 block -12.2%, TRb-SRC2 inh 2.4%, L3MBTL1 inh 5.1%, aGal spleen mod 1.6%, Tau fluor counter -11.2% and Tau FP inhib -0.1%.
`CCCNC(=O)COCc1cc(-c2ccc(F)cc2)on1` gave Tau fibril ThT -5.5%, TR SRC2 fluor cs -3.5%, TRb-SRC2 inh -4.4%, Tau fluor counter 0.8% and Tau FP inhib -4.5%.
`CC1Cc2ccccc2N1C(=O)CSc1nnc(-c2cccc(Cl)c2)o1` (centres undefined) gave Tau fibril ThT -10.1%, TR SRC2 fluor cs inconclusive, TRb-SRC2 inh -7.7%, Tau fluor counter -17.2% and Tau FP inhib 6.0%.
`Cc1nn(Cc2ccc(Cl)cc2)c(=O)n1N(C)c1ncc(C(F)(F)F)cc1Cl` gave Tau fibril ThT -15.1%, TR SRC2 fluor cs -3.2%, ALDH1A1 block 2.1%, TRb-SRC2 inh -6.2%, aGal spleen mod -4.4%, Tau fluor counter -16.2% and Tau FP inhib 0.2%.
For CCC(C)NC(=O)Cn1c(=O)n(CCCCCC(=O)Nc2ccccc2)c(=O)c2sccc21 (centres undefined) the results were Tau fibril ThT 1.0%&0.3%, TR SRC2 fluor cs 0.2%&1.4%, ALDH1A1 block 2.2%, TRb-SRC2 inh -7.9%&-1.9%, L3MBTL1 inh 6.9%, aGal spleen mod 11.3%, Tau fluor counter -10.7%&-5.5% and Tau FP inhib -4.1%&5.9%.

Bioassay records (PubChem BioAssay)

Random draw from the library (roughly 8.5% active in at least one column).
